Screens as filed in PubChem BioAssay.
CaV13 ICDI inh – Disruptors of the CACNA1D IQ motif to Ca2+-dependent inactivation inhibitor domain association, primary screening, Förster resonance energy transfer in intact living …; HEK cells, CFP/YFP FRET ICDI-IQ, plate reader, 10 min; percent FRET-ratio fall versus neutral wells; inhibition, % at 12.3 µM; 340,000 tested, 0.098% active;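 active = mean replicate inhibition of at least 30% and at least 1% of replicates passing that level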;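 note: 0% = median of the neutral control wells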
m5-HT2A agonist – agonists of mouse serotonin 5-HT2A receptor (HTR2A); P35363; CHO-K1 mHTR2A beta-arrestin complementation, luminescence; percent of 30 µM serotonin response; activation, % at 7.6 µM; 360,000 tested, 0.66% active; AID 624169;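 active = activation above a run cutoff, the mean activation of all tested compounds plus 3 SD, cut at about 14% in these data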;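 note: 0% = plate median of compound wells and 100% = 30 µM serotonin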
Target sequence (P35363 whole entry, looked up): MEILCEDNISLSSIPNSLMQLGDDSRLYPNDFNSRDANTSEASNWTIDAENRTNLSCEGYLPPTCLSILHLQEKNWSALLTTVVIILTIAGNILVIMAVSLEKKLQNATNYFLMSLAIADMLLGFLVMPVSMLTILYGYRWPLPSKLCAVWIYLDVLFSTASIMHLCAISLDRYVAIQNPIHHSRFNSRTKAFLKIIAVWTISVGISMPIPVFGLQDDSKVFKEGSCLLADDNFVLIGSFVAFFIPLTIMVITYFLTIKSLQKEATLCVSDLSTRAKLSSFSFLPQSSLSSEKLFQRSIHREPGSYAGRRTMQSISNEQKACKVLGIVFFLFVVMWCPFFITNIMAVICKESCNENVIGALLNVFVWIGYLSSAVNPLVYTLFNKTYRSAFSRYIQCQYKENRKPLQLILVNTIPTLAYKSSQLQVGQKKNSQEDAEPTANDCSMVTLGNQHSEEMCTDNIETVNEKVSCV
Peg3 prom inh – Peg3 promoter activity inhibition; HeLa PEG-Prom luciferase reporter, luminescence, overnight; inhibition, % at 20 µM; 360,000 tested, 1.7% active; AID 588405;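 active = inhibition of at least 50% at 20 µM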
HIF-2a block – HIF-2a inhibition | 786-0 RCC cells HIF-2a reporter, luciferase luminescence, overnight | inhibition, % at 18.8 µM | 360,000 tested, 0.72% active | AID 624352;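 active = inhibition of the luminescence signal of 40% or more relative to plate controls, in a single-dose primary screen at 18.75 µM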
Cardio protect – myocardial damage modulation in H9c2 cells; 360,000 tested, 0.63% active; AID 588492; protection from H2O2 cell death, % at 20 µM; H9c2 cardiomyocytes, H2O2 injury protection, ATPLite, 2 h;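 active = compounds giving at least 50% protection of heart cells from peroxide-induced death in the single-dose screen, raw or plate-pattern-corrected value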;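 note: 0% = DMSO wells with peroxide and 100% = DMSO wells without peroxide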
Shn3 3UTR inh – reduces Shn3 3'UTR luciferase signal in osteoblasts; Clone20 osteoblast Shn3 3'UTR firefly luciferase, 24 h; inhibition, % at 12.5 µM; 360,000 tested, 0.52% active; AID 588674;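 active = mean inhibition of at least 75% with every replicate also reaching 75%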;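 note: 0% = median of neutral control wells and 100% = pilot-screen positive control compound; some compounds past the cut are filed as inactive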
TRPM1 prom inh – reduces MITF-dependent TRPM1 promoter luciferase signal; 330,000 tested, 0.83% active; inhibition, % at 12.5 µM; SK-MEL-5 TRPM1 promoter luciferase, 24 h;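 active = mean inhibition across replicates of 60% or more, whatever share of single replicates reaches that level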; note: values of inactives mirror those of a sister screen read the other way
NR2E3 ag-1 – activates human NR2E3 receptor; CHO-S Gal4-NCOR/VP16-NR2E3 two-hybrid, luciferase; inhibition of corepressor binding, % at 3.98 µM; 360,000 tested, 0.35% active; AID 602229;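 active = inhibition above the mean of all tested compounds plus 3 SD, cut at about 70% in these data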;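 note: 0% = DMSO with NR2E3 transfected cells and 100% = cells lacking NR2E3 construct; higher means lower luciferase signal from less NR2E3 corepressor binding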
Target sequence (Q9Y5X4 whole entry, looked up, the tested form may be a part): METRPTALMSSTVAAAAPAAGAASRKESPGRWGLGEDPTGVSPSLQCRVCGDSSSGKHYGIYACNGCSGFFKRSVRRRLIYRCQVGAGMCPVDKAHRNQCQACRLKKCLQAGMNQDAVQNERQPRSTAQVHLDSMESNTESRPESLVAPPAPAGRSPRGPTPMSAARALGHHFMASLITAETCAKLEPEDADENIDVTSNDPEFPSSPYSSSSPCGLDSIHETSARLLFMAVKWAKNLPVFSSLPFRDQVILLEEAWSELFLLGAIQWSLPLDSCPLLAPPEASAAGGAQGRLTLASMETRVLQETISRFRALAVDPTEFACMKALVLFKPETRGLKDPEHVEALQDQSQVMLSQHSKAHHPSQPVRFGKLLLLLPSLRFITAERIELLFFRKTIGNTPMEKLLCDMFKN
iPSC survival up – increases survival of single human iPS cells. hiPSC single-cell survival, ATPlite luminescence; 100% = ROCK inhibitor wells, 0% = DMSO. survival enhancement, % at 20 µM. 360,000 tested, 0.044% active. AID 602274; in the data active = survival enhancement above about 18%;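 note: cells exposed to compounds for 16 hours before the ATP read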
PDI inh – blocks human protein disulfide isomerase activity | P07237 | PDI insulin aggregation turbidity, A650, 90 min | inhibition, % at 10 µM | 350,000 tested, 0.052% active;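 active = mean inhibition across replicates of 30% or more, whatever share of single replicates reach that level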;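 note: absorbance from insulin aggregation driven by PDI reduction with DTT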
NR2E3 ag-2 – agonists of human nuclear receptor NR2E3. Q9Y5X4. GST-NR2E3/biotin-RetCOR TR-FRET, 1536-well. inhibition of corepressor binding, % at 4.78 µM. 320,000 tested, 0.12% active. AID 2300;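 active = percent inhibition above the cutoff of mean plus 3 SD of all tested compounds, set per screening campaign, cut at about 20% in these data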;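 note: 0% = DMSO wells and 100% = biotin wells as full block of FRET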
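System: GST-tagged NR2E3 plus biotinylated RetCOR corepressor; Buffer or medium: pH 7.5 Tris-based buffer; Probe or stimulus: RetCOR corepressor, biotinylated, 7 nM; Doses: compound at 4.8 µM, single dose; Schedule: 5 h incubation at 4 °C; Technique: time-resolved FRET; Evaluation: percent inhibition of TR-FRET ratio; Replication: one well per compound, singlicate testing.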
Numbers without * were called inactive; . = not tested or not shown; & = joins results of further samples.

SMILES | CaV13 ICDI inh | m5-HT2A agonist | Peg3 prom inh | HIF-2a block | Cardio protect | Shn3 3UTR inh | TRPM1 prom inh | NR2E3 ag-1 | iPSC survival up | PDI inh | NR2E3 ag-2
Cc1cc(C)c(Cn2c(C(=O)O)c(C=O)c3ccccc32)c(C)c1 | -28 | 0 | 7 | 12 | -1 | 6 | 0 | -11 | 0.0 | -5 | -1
CC(C)(C)N1C(=O)NC(=O)/C(=C\c2ccc3c(c2)CCN3CCCCl)C1=O | -2 | 5 | 3 | 5 | 1 | 7 | 15 | 9 | 1.3 | -2 | -2
Clc1ccc(CSC(Cn2ccnc2)c2ccc(Cl)cc2Cl)cc1 (stereo not drawn) | -5 | -3 | -1 | 9 | -24 | 18 | 6 | 3 | -2.6 | -13 | 1
Cc1ccc(N2C(=O)NC(=O)/C(=C/c3cnn(-c4ccc(C)cc4)c3)C2=O)cc1 | -11 | 0 | -4 | 11 | 25 | 23 | 11 | -59 | -2.3 | -17 | -1
CN1C[C@H]2CON(C)[C@H]2C[C@H]1c1cccc(Br)c1 | 1 | -5 | -5 | -5 | 9 | -8 | -12 | 14 | -3.5 | 1 | .
Cc1ccccc1-n1c(O)c(C(c2ccncc2)c2c(O)n(-c3ccccc3C)c(=O)[nH]c2=O)c(=O)[nH]c1=O | -5&-5 | 0&-1 | 9&12 | 18&12 | 6&0 | -38&14 | 5&7 | -8&18 | -0.5&0.1 | 2&1 | -2&-2
COc1cc(Br)c(CNCCc2ccc3c(c2)OCO3)cc1OC | -22 | -1 | -9 | 7 | 10 | -6 | 1 | 0 | 0.5 | -2 | 1
CCOc1cc2c(cc1OCC)-n1cccc1C(c1cccc(F)c1)NC2 (stereo not drawn) | -1 | -4 | 31 | 24 | -5 | -3 | 2 | -16 | 0.1 | 19 | 2
COc1ccc2c3c1OC1C(=O)CC[C@@]4(O)[C@@H](C2)N(CC2CC2)CC[C@]314 (stereo partly drawn) | . | -3 | -13 | 19 | 2 | 5 | -4 | -10 | -1.9 | 1 | .
COC(=O)C1=C(c2c(C)noc2C)C[C@@H]2CC[C@H]1N2C(=O)NC1CCCCC1 | -9 | -2 | 9 | -7 | 6 | -29 | -5 | -8 | -1.4 | 1 | 4
CCN1C(=O)C(=C2C=C(C)OC(C)=C2)C(=O)N(CC)C1=S | -3 | 6 | 7 | 11 | -5 | 8 | 19 | -5 | -2.2 | 4 | 3
CCc1ccc(NP(=O)(Oc2ccccc2F)Oc2ccccc2F)cc1 | 0 | -1 | 28 | 22 | 0 | 21 | -14 | -42 | -0.7 | 3 | 1
O=C(c1ccc(CNS(=O)(=O)c2ccccc2)cc1)N1CCC2(CC1)OCCO2 | . | 0 | 4 | 12 | 2 | 8 | 1 | -11 | 0.9 | 1 | -3
CN(C)/C=C/C(=O)C(Cl)(Cl)Cl | -5 | -3 | 3 | -33 | -1 | -12 | -4 | -11 | 0.1 | 1 | -1
CCCCCCCSc1cc(OC)c(CCN(C)C)cc1OC | 0 | 34* | 104* | 6 | -30 | -10 | -3 | 8 | -5.1 | 10 | -1
C=CC[C@@H](C)CC(=O)C(CCCN=[N+]=[N-])SOOc1ccccc1 (stereo partly drawn) | -11 | -6 | 6 | 12 | -4 | 9 | -13 | -17 | -3.8 | 6 | 2
Nc1c(C(=O)OCC2CCCO2)c2nc3ccccc3nc2n1Cc1cccs1 (stereo not drawn) | . | -1 | 7 | -6 | -30 | -4 | 14 | -22 | 3.7 | 13 | -1
CCC(=NCc1cccnc1)c1c(O)n(-c2ccccc2)c(=O)[nH]c1=O | -5 | 0 | 5 | 4 | 10 | -18 | . | -21 | -0.5 | 0 | -2
CCN1CCN(Cc2cc(Br)ccc2O)CC1 | -5 | 0 | 15 | 0 | 0 | 1 | 5 | -14 | 0.5 | 12 | -4
CC(=NCc1ccco1)c1c(O)n(-c2ccccc2)c(=O)[nH]c1=O | -3 | -1 | -1 | 6 | 2 | 17 | -8 | 7 | -0.9 | 0 | 0
Fc1ccccc1CCNCc1cccc2ccccc12 | -3 | 2 | -65 | -21 | 1 | -3 | -8 | -32 | -0.4 | -13 | -3
CC/C(=N\NC(N)=O)c1c(O)[nH]c(=O)[nH]c1=O | -5 | -3 | -3 | 18 | 7 | 4 | 2 | 6 | -0.5 | 4 | 2
N=C1c2ccccc2CN1NC(=O)c1ccc(Br)cc1 | -3 | -1 | -7 | -7 | 1 | 13 | 9 | -18 | 8.3 | 11 | 0
O=P1(c2ccccc2)Nc2ccccc2N1c1ccccc1 (stereo not drawn) | -6 | -2 | -27 | 1 | -14 | 5 | 3 | -20 | -2.0 | 0 | .
COc1ccc(C(=O)CN2CCCCC2)cc1 | -3 | -4 | -13 | -27 | 6 | -4 | -5 | 5 | 0.7 | 0 | 0
(list continues)
SMILES | CaV13 ICDI inh | m5-HT2A agonist | Peg3 prom inh | HIF-2a block | Cardio protect | Shn3 3UTR inh | TRPM1 prom inh | NR2E3 ag-1 | iPSC survival up | PDI inh | NR2E3 ag-2
CC(=O)C1C2c3ccccc3OC1(C)N=c1s/c(=C/c3cnn(C)c3)c(=O)n12 (stereo not drawn) | -6 | 3 | 3 | 8 | -2 | 8 | 6 | 15 | -2.8 | 10 | -2
Cc1nn(C2CCOC(C)(C)C2)c2c1C(c1ccc(OC(C)C)cc1)SCC(=O)N2 (stereo not drawn) | -4 | 4 | 6 | 1 | -4 | 4 | 0 | -9 | -1.3 | 1 | -2
O=C(NC(=O)c1c(F)cccc1F)Nc1cc(Cl)c(F)c(Cl)c1F | -20 | -5 | 10 | 0 | -1 | 4 | 4 | 4 | 0.2 | 1 | 1
COC(=O)C1=C(c2ccc(F)cc2OCc2ccccc2)C[C@@H]2CC[C@H]1N2C(=O)NCc1ccc2[nH]ccc2c1 | -4 | -15 | 15 | 9 | -2 | -21 | 10 | -27 | -4.3 | 3 | 5
Cc1ncc2n1-c1ccc(Cl)cc1C(c1ccccc1F)=NC2 | . | -1 | -17 | -22 | 0 | 0 | 5 | 3 | 1.5 | -1 | .
NC(=O)CN1CC(c2ccccc2)CC1=O (stereo not drawn) | . | 1 | 7 | 11 | 9 | 7 | 10 | -21 | 3.5 | 3 | -2
Cc1cccc(CCNCc2cc3cccc(C)c3[nH]c2=O)c1 | -7 | 21* | 7 | 19 | -15 | 1 | 3 | 24 | -0.5 | 0 | .
CCNC(=O)N1Cc2ccccc2-n2nncc2C1 | -6 | -1 | 19 | 15 | 5 | 2 | . | -26 | 2.5 | 15 | .
C=CCN1C(=O)/C(=C/c2cccs2)C(=O)NC1=S | -6 | 5 | 51* | 43* | -20 | -18 | 19 | -6 | 1.4 | 1 | 0
COC(=O)C1=C(c2cc3ccccc3o2)C[C@@H]2CC[C@H]1N2C(=O)NCCO | -11 | 0 | 11 | 4 | 2 | -3 | 0 | -12 | -0.4 | 2 | 1
CC(=O)NNC(=O)CN1C(=O)CN=C(c2ccccc2)c2cc(Br)ccc21 | -4 | 2 | -5 | 11 | -6 | 9 | -17 | -14 | 1.6 | 0 | 0
Cc1ccc(S(=O)(=O)Nc2cc(C(=O)N3CCC4(CC3)OCCO4)ccc2N2CCCCC2)cc1 | . | -5 | 13 | 9 | 1 | -44 | 5 | -28 | 1.4 | -2 | 2
Cc1ccc(C)c(OCC(=O)N2CCN(Cc3ccc4c(c3)OCO4)CC2)c1 | -10 | -2 | -10 | 9 | 1 | 12 | 6 | -3 | -1.3 | 4 | 3
COc1ccc(C[C@@H]2c3cc(O)c(OC)cc3CCN2C)cc1O | -5 | -3 | 2 | 4 | 1 | 1 | -19 | 11 | 2.8 | 10 | 2
CCc1cccc(C)c1NC(=S)N1CC2CC(C1)c1cccc(=O)n1C2 (stereo not drawn) | . | -2 | 3 | 5 | 10 | -5 | -2 | 7 | -0.4 | 1 | 2
COc1ccc(CCn2c(O)c(C=NCc3ccc4c(c3)OCO4)c(=O)[nH]c2=O)cc1OC | -5 | 1 | 11 | 11 | 1 | -8 | 11 | -3 | -0.9 | 9 | -2
O=C(O)C1C2CCC(O2)C1C(=O)Nc1cccc(Br)c1 (stereo not drawn) | 15 | -2 | 3 | 4 | 8 | -22 | 7 | -37 | 0.4 | 8 | 1
NCCc1ccccc1 | . | -2 | -15 | -7 | 4 | 3 | 5 | -25 | 3.2 | . | 2
CCN(CC)CCNCc1nc2ccccc2c(=O)n1-c1ccc(F)cc1 | -5 | 3 | -10 | -3 | 1 | -16 | 9 | -4 | -1.4 | -10 | -3
C=CCn1c(O)c(C=Nc2ccc(F)cc2)c(=O)[nH]c1=O | -21 | 0 | 14 | 8 | 0 | 10 | -3 | -7 | 0.1 | -2 | -1
COc1ccc(CNCCc2c(C)[nH]c3ccc(OC(F)(F)F)cc23)c(OC)c1 | -4 | -1 | 99* | 7 | -19 | 90* | 92* | 29 | -0.3 | 3 | 2
O=c1[nH]cc(COCC(F)(F)C(F)(F)C(F)(F)F)c(=O)[nH]1 | -5 | -2 | 7 | 18 | -3 | -8 | -5 | 2 | 1.9 | 2 | 0
CCc1nc(N2CCNCC2)c(C#N)c2c1CSC(C)(C)C2 | -4 | 0 | 8 | 8 | 5 | 17 | -9 | -10 | -2.3 | 3 | 0
O=C1NC(=O)N(Cc2ccc(F)cc2)C(=O)/C1=C\c1ccc(N2CCCC2)cc1 | -4 | 0 | 15 | -1 | 1 | 18 | -63 | -17 | -0.5 | -2 | -2
C1=C(CCNCc2ccccc2)CCCC1 | -10 | 4 | -2 | -20 | 4 | 1 | -14 | -3 | 0.3 | -4 | 6
CCN(CC)c1ccc(CNCCc2ccccc2F)cc1 | -5 | 6 | 34 | 13 | -14 | 8 | -2 | -7 | -0.9 | 0 | -2
C[N+]1(C)[C@@H]2CC[C@H]1CC(OC(=O)[C@@H](CO)c1ccccc1)C2 (stereo partly drawn) | -19 | 0 | 7 | 15 | -4 | -1 | 8 | 1 | -0.1 | 1 | -3
O=[N+]([O-])c1cc2c(cc1CNCCc1ccc3c(c1)OCO3)OCO2 | -5 | 3 | -46 | -92 | 4 | -14 | 4 | -27 | 0.1 | -1 | 2
O=C(C(=O)N1CCOCC1)c1cn(Cc2c(F)cccc2Cl)c2ccccc12 | -7 | -1 | 7 | 7 | 6 | -20 | 6 | -12 | 0.4 | -2 | 1
CC(=NCCN1CCCCC1)c1c(O)n(-c2ccc(Cl)cc2)c(=O)[nH]c1=O | . | 2 | -14 | -4 | 4 | -18 | -9 | -17 | 0.6 | -3 | 4

Exported with values under each structure: entries from further up.
Below each compound: CaV13 ICDI inh	m5-HT2A agonist	Peg3 prom inh	HIF-2a block	Cardio protect	Shn3 3UTR inh	TRPM1 prom inh	NR2E3 ag-1	iPSC survival up	PDI inh	NR2E3 ag-2
CCNC(=O)N1Cc2ccccc2-n2nncc2C1
    -6	-1	19	15	5	2	.	-26	2.5	15	.
COc1ccc(CCn2c(O)c(C=NCc3ccc4c(c3)OCO4)c(=O)[nH]c2=O)cc1OC
    -5	1	11	11	1	-8	11	-3	-0.9	9	-2

A portion of the library (hit frequency here may not be typical).
